Compound activity from PubChem.
MrgX1 ag = agonists of human MrgX1 receptor, primary screen, HEK293 cells, Fluo-4 calcium flux | Mas-related G-protein coupled receptor member X1 (Homo sapiens), Q96LB2 | Fluo-4 calcium fluorescence, agonist mode; active compounds read high | B-score at 10 µM | 310,000 tested, 0.44% active | AID 588627, 2011;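 active means calcium response B-score plate-corrected fluorescence ratio at least 3 library SD, with starting fluorescence B-score inside 5 SD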
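times = overnight plating, then 30 min 37 °C plus 30 min room-temperature dye loading | assay system = stable human MrgX1 HEK293 cell line | input = fifteen thousand cells per well | signal = kinetic calcium dye fluorescence, Fluo-4 NW | dosing = compound delivered in addition one of three | read-out = B-scored fluorescence response ratio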
TRPC4 agonist = activators of mouse TRPC4 channel, primary screen, Fluo4 calcium, HEK293 TRPC4beta/mu-opioid cells. Short transient receptor potential channel 4 (Mus musculus), Q9QUQ5. Fluo4 calcium fluorescence; active compounds read high. B-score at 10 µM. 310,000 tested, 0.49% active. AID 2237, 2010;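 active means B-score above 5 SD of library B-scores, and initial fluorescence ratio not above library mean plus 5 SD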;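 further: positive B-score marks a calcium rise read as TRPC4 activation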
Target sequence (Q9QUQ5 whole entry, looked up): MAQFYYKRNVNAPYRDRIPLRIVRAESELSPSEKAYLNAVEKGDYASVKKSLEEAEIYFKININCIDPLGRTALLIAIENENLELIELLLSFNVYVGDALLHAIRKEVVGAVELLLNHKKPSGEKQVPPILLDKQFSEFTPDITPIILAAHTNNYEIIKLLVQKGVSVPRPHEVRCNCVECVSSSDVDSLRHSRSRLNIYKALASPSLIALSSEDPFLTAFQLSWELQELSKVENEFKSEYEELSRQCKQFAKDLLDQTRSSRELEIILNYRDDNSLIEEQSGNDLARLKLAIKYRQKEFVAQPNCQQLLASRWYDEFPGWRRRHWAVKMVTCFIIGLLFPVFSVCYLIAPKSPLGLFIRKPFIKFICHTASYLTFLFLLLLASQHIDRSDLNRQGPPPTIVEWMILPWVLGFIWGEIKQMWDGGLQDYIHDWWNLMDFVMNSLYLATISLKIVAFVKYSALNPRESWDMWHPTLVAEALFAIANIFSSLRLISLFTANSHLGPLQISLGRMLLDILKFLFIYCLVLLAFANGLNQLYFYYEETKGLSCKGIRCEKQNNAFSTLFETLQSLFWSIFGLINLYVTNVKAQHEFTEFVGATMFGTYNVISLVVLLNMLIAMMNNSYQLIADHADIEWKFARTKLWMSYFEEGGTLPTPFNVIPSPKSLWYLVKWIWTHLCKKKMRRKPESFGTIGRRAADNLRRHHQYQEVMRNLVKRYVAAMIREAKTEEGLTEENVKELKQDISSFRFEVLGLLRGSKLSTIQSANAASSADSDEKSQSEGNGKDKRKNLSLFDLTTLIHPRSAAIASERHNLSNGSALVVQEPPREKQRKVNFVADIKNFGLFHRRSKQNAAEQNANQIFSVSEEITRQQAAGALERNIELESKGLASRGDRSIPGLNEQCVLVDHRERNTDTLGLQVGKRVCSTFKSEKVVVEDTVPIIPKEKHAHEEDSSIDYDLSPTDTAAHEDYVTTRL
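Technique: kinetic Fluo4 calcium fluorescence; Test system: TRPC4beta and mu-opioid receptor HEK293 stable cells; Measure: B-scored integrated calcium fluorescence ratio; Benchmarks: low control buffer alone, high control maximal DAMGO; Schedule: 45 min room-temperature Fluo4 loading, 110 s read.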
TMEM16A act = TMEM16A chloride channel activators or potentiators, primary screen, cell-based, HTS. B-score at 10 µM. HEK293 TMEM16A/YFP-H148Q/I152L, iodide quench fluorescence; active compounds read low. Anoctamin-1 (Mus musculus), Q8BHY3. 340,000 tested, 0.3% active;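 active means fluorescence-ratio B-score plate-corrected deviation score at least 3 library SD below zero, with starting fluorescence score within 5 deviations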;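 further: channel opened by trigger with iodide after compound preincubation; score built on the fluorescence ratio of max minus min over baseline; more negative score means more quench and so TMEM16A activation or potentiation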
SKKanGAS inh = S. pyogenes SKKanGAS growth inhibitors in kanamycin, primary screen, streptokinase expression inhibitor project, SKKanGAS strain, BacTiter-Glo luminescence. 6 h. inhibition, % at 7.5 µM. 300,000 tested, 1.3% active. AID 1662, 2009;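 active means mean replicate score, as percent of positive control median, at least 50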;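 further: strain carries kanamycin resistance gene driven by streptokinase promoter and grows in 40 µg/ml kanamycin; loss of luminescence reflects streptokinase promoter inhibition or plain growth inhibition; 0% = median of DMSO wells and 100% = positive control at its reference dose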
TRPC4 potent = positive allosteric modulators of TRPC4, primary screen, cell-based, mouse TRPC4beta, HEK293 mu-opioid, Fluo-4 calcium; DAMGO EC20, Fluo-4 Ca2+ flux; active compounds read high; 310,000 tested, 0.42% active; B-score at 10 µM; Short transient receptor potential channel 4 (Mus musculus), Q9QUQ5;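 active means B-score of calcium response area above 5 SD of library B-scores, with initial fluorescence ratio within 5 SD of library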;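 further: B-score of integrated fluorescence ratio over time as area under calcium response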
TRPC4 inh = inhibitors of mouse TRPC4 channel, primary screen, Fluo4 calcium, HEK293 TRPC4beta/mu-opioid cells | Short transient receptor potential channel 4 (Mus musculus), Q9QUQ5 | AID 2247, 2010 | 300,000 tested, 0.39% active | B-score at 10 µM | DAMGO-evoked Fluo4 calcium flux; active compounds read low;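 active means B-score over 3 SD under the library average, no early fluorescence shift, positive overall ratio signal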
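Test system – stable TRPC4beta/mu-opioid receptor HEK293 cells · Probe or stimulus – DAMGO, a submaximal dose followed by a maximal one · Dosing – one concentration per compound · Signal – Fluo4 calcium fluorescence by kinetic imaging, 5 s 1 Hz baseline · Evaluation – per-well B score of integrated baseline-normalized Fluo4 ratio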
MrgX1 PAM = positive allosteric modulators of MrgX1, primary screen, HEK293 cells, Fluo-4 calcium flux | 310,000 tested, 0.63% active | Mas-related G-protein coupled receptor member X1 (Homo sapiens), Q96LB2 | AID 588675, 2011 | FDSS; active compounds read high | B-score at 10 µM;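 active means plate-corrected calcium response at least 3 library SD above typical, normal starting fluorescence, not activating the receptor alone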;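 further: compound read alongside a low EC10 to EC30 dose of BAM8-22 agonist; peak minus trough fluorescence over baseline measured at the second addition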
ANO1 block = TMEM16A chloride channel inhibitors, primary screen, cell-based, HTS | Anoctamin-1 (Mus musculus), Q8BHY3 | 310,000 tested, 1.2% active | HEK293 TMEM16A/YFP iodide influx fluorescence, ionomycin | normalized B-score (activity score, 25-100; higher = stronger inhibition) at 10 µM | AID 588511, 2011;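 active means ratio plate-corrected score three or more library SD toward inhibition, starting fluorescence score within five deviations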;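 further: score derived from kinetic fluorescence span divided by baseline fluorescence per well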
TRPC6 inh = mouse TRPC6 channel inhibitors, primary screen, cell-based, HEK293, membrane potential dye; Short transient receptor potential channel 6 (Mus musculus), Q61143; ACh-evoked depolarization; active compounds read low; B-score at 10 µM; 310,000 tested, 1.1% active; AID 2553, 2010;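 active means B-score under library mean minus 3 SD, initial fluorescence not abnormally high, positive integrated signal ratio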;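 further: B-score derived from integrated fluorescence ratio over the kinetic read; more negative B-score means stronger inhibition of depolarization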
MrgX1 antag = antagonists of human MrgX1 receptor, primary screen, HEK293 cells, Fluo-4 calcium flux. Mas-related G-protein coupled receptor member X1 (Homo sapiens), Q96LB2. BAM8-22 antagonism; active compounds read low. B-score at 10 µM. 310,000 tested, 1.3% active. AID 588676, 2011;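 active means calcium-response B-score plate-corrected more than 3 library SD below zero, starting fluorescence within 5 deviations, no agonist response on first addition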;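 further: peak minus trough fluorescence over baseline after final BAM8-22 challenge near maximal dose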
TRPC6 activator = mouse TRPC6 channel activators, primary screen, cell-based, HEK293, membrane potential dye; B-score at 10 µM; 310,000 tested, 0.13% active; AID 2550, 2010; HEK293-TRPC6 membrane potential dye fluorescence; active compounds read high;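 active means B-score of the integrated fluorescence ratio above library mean plus 3 SD, and starting fluorescence ratio within library mean plus 5 SD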;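 further: higher score means more depolarization so channel activation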
The depositor's hits bear a star; i = inactive; nt = no result given.

| SMILES | TRPC4 agonist | MrgX1 antag | TRPC4 potent | TMEM16A act | MrgX1 ag | MrgX1 PAM | TRPC6 activator | TRPC6 inh | TRPC4 inh | SKKanGAS inh | ANO1 block |
| --- | --- | --- | --- | --- | --- | --- | --- | --- | --- | --- | --- |
| COc1cc([N+](=O)[O-])ccc1N1C(=O)CC(Sc2nccc(C)n2)C1=O (configuration not stated) | i | i | i | i | i | i | i | i | i | 4 | i |
| CCCOC(=O)c1ccc(NC(=O)C(CC)CC)cc1 | i | -6.4* | i | i | i | i | i | i | i | -7 | i |
| CN1CCN(NC(=O)CN2C(=O)S/C(=C\c3c(Cl)cccc3Cl)C2=O)CC1 | i | i | i | i | i | i | i | i | i | 11 | i |
| Cc1oc(-c2ccc(F)cc2)cc1-c1nn2c(-c3ccoc3C)nnc2s1 | i | i | i | i | i | i | i | i | i | 12 | i |
| CCOC(=O)c1ccc(NC(=S)NCc2ccco2)cc1 | i | i | i | i | i | i | i | -9.3* | i | 8 | i |
| CCn1cc(CCC(=O)NC2CCCC2)c2ccccc21 | i | i | i | i | i | i | i | i | i | 0 | i |
| CC1(C)CC2(CCO1)C(Nc1ccccc1)=NC(=S)N2CC(N)=O (configuration not stated) | i | i | i | i | i | i | i | i | i | -3 | i |
| Cc1cccn2c(=O)c3cc(C(=O)NC4CCCCCC4)sc3nc12 | i | i | i | i | i | i | i | i | i | 11 | i |
| CC1CCCC(C)N1c1nnc(NC(=O)c2cc(-c3ccc(Br)cc3)on2)s1 (configuration not stated) | i | i | i | i | i | i | i | i | i | 51* | i |
| COc1ccccc1C(=O)N/N=C(\C)CC(=O)Nc1ccc(Cl)cn1 | i | i | i | i | i | i | i | i | i | 8 | i |
| O=C(OCn1ncc(Cl)c(Cl)c1=O)c1ccccc1Cl | i | i | i | i | i | i | i | i | i | 13 | i |
| CCn1cc(Cl)c(C(=O)Nc2ccccc2C(N)=O)n1 | i | i | i | i | i | i | i | i | i | 0 | i |
| Cc1nnc2c(SC(C)C)nc3ccccc3n12 | i | i | i | i | i | i | i | i | i | -3 | i |
| O=C(CSc1n[nH]c(=O)[nH]c1=O)NC1CC1 | i | i | i | i | i | i | i | i | i | -9 | i |
| COc1cc(C(=O)NCCNc2nc3cc(C)ccc3cc2C#N)cc(OC)c1OC | i | i | i | i | i | i | i | i | i | 12 | i |
| CCOc1cccc(CNc2ccc(O)cc2)c1OCc1ccccc1Cl | i | i | i | i | 29* | i | i | i | i | 11 | i |
| Cn1nc(C(F)(F)F)cc1-c1ccc(/C=C(\C#N)C(=O)c2cccc(C(F)(F)F)c2)s1 | i | i | i | i | i | i | i | i | i | -4 | i |
| N/C(=N\OC(=O)c1ccc(Cl)cc1)c1[nH]ncc1Br | i | i | i | i | i | i | i | i | i | 1 | i |
| CCN(C(=O)CCS(=O)(=O)c1ccc(Br)cc1)c1ccc2c(c1)OCO2 | nt | i | nt | i | i | i | nt | nt | nt | nt | i |
| CC(C)C1Cc2c(sc3c2c(=O)n(-c2ccccc2)c2n[nH]c(=S)n32)CO1 (configuration not stated) | i | i | i | i | i | i | i | i | i | 9 | i |
| CC(CCc1ccccc1)NC(=O)COC(=O)c1ccccc1Br (configuration not stated) | i | i | i | i | i | i | i | i | i | 1 | i |
| COc1ccc2cc(C(c3nnnn3C3CCCC3)N3CCCCCC3)c3nnnn3c2c1 (configuration not stated) | i | i | i | i | i | i | i | i | i | 11 | i |
| Cc1ccc(NC(=O)CN(C)C(=O)c2cc(-c3ccco3)nc3ccccc23)cc1 | i | i | i | i | i | i | i | i | i | -9 | i |
| COc1cc(CCC(=O)Nc2c(C(=O)N3CCN(c4ccccc4OC)CC3)oc3ccccc23)on1 | i | i | i | i | i | i | i | i | i | -3 | i |
| Cc1ccc(S(=O)(=O)N2CCN(CC(=O)N/N=C\c3ccccn3)CC2)cc1 | i | i | i | i | i | i | i | i | i | -2 | i |
| CCOc1ccc(C2C(C(=O)Nc3cc(C)on3)c3ccccc3C(=O)N2CCN2CCOCC2)cc1 (configuration not stated) | i | i | i | i | i | i | i | i | i | 0 | i |
| O=C(NNC(=O)c1ccccc1O)c1cccc(Br)c1 | i | i | i | i | i | i | i | i | i | 1 | i |
| C/C(=N/NC(=O)c1cc(O)c(O)c(O)c1)c1ccc([N+](=O)[O-])cc1 | i | nt | i | i | nt | nt | i | i | i | -4 | nt |
| O=C(Oc1ccc(Br)cc1C(=S)N1CCCCC1)c1cc([N+](=O)[O-])cc([N+](=O)[O-])c1 | i | i | i | i | i | i | i | i | i | 8 | i |
| Cc1cc(Cl)ccc1OCCCC(=O)NO | i | i | i | i | i | i | i | i | i | -8 | i |
| COc1cc(NC(=O)CN2C(=O)NC(c3ccccc3)(c3ccccc3)C2=O)cc(OC)c1 | i | i | i | i | i | i | i | i | i | 5 | i |
| CCc1nc2ccccc2n(CC)c1=O | i | i | i | i | i | i | i | i | i | -10 | i |
| C#CCOCCOCCOCCNc1nc(N2CCN(C(=O)CCCCCCCCCCNC(=O)[C@@H](CCSC)n3cc(CCO)nn3)CC2)nc(N2CCN(C(=O)CCCCCCCCCCNC(=O)[C@@H]([C@H](C)O)n3cc(C)nn3)CC2)n1 | nt | i | nt | i | i | i | nt | nt | nt | nt | i |
| CCOC(=O)C1CCCN(c2ccc(NC(=O)c3snc4c(=O)[nH]c(C)nc34)cc2)C1 (configuration not stated) | i | i | i | i | i | i | i | i | i | 21 | i |
| COc1ccccc1NC(=O)c1c(Nc2ccccc2C)sc(C(=O)Nc2cccc(Cl)c2)c1N | i | i | i | i | i | i | i | i | i | 26 | i |
| CCSc1nnc(NC(=O)C2CC=CCC2C(=O)O)s1 (configuration not stated) | i | i | i | i | i | i | i | i | i | -3 | i |
| O=C(CCn1c(=O)[nH]c2ccsc2c1=O)Nc1ccc(F)c(F)c1 | i | i | i | i | i | i | i | i | i | 2 | i |
| CCC(Sc1ccc2nnc(-c3cccnc3)n2n1)C(=O)OC (configuration not stated) | i | i | i | i | i | i | i | i | i | -4 | i |
| N#Cc1c(Cl)nc(-c2cccnc2)nc1-c1ccccc1 | i | i | i | nt | i | i | i | i | i | 4 | i |
| O=C1C2C(C(=O)N1/N=C/c1ccc(N3CCCCC3)o1)C1C=CC2C12CC2 (configuration not stated) | i | i | i | i | i | i | i | i | i | 2 | i |
| CNS(=O)(=O)c1cccc(C(=O)OCC(=O)N(CCC#N)c2ccccc2)c1 | i | i | i | i | i | i | i | i | i | -2 | i |
| Cc1cc(NC(=O)COC(=O)c2c(C)nn(-c3ccccc3)c2C)no1 | i | i | i | i | i | i | i | i | i | -1 | i |
| Cc1ccc(CNC(=O)C23CN(Cc4ccccc4)CC2C(c2cccc([N+](=O)[O-])c2)=NO3)cc1 (configuration not stated) | i | i | i | i | i | i | i | i | i | 11 | i |
| COc1ccc(OC)c(NC(=O)C2CC(=O)N(c3ccccc3)C2)c1 (configuration not stated) | i | i | i | i | i | i | i | i | i | -5 | i |
| Cc1c(CCC(=O)NC2CC2)c(=O)oc2cc(O)ccc12 | i | i | i | i | i | i | i | i | i | -1 | i |
| CCCc1cc2nnc(SCC(=O)N(C)C3CCCCC3)n2c(N)n1 | i | i | i | i | i | i | i | i | i | -1 | i |
| COC(=O)CCCC(=O)N1CCCC(N(C)CCc2ccccc2)C1 (configuration not stated) | i | i | i | i | i | i | i | i | i | 2 | i |
| O=C(Oc1ccc2ccccc2c1Cl)N1CCCCCC1 | i | i | i | i | i | i | i | i | i | 8 | 25* |
| COc1cc2c(cc1NC(=O)COC(=O)[C@@H](NS(=O)(=O)c1ccccc1)C(C)C)oc1ccccc12 | i | i | i | i | i | i | i | i | i | 22 | i |
| Cc1cc(C)nc(-n2ncc3c2CC(c2ccc(C(C)C)cc2)CC3=O)n1 (configuration not stated) | i | i | i | i | i | i | i | i | i | -9 | i |
| COc1ccc(NC(=O)C2CCN(C(=O)Nc3ccc(C)cc3)CC2)cc1OC | i | i | i | i | i | i | i | i | i | 6 | i |
| CC(C(=O)NC1C=CS(=O)(=O)C1)N1C(=O)/C(=C/c2ccc(Cl)cc2)SC1=S (configuration not stated) | i | i | i | i | i | i | i | i | i | -7 | i |
| COC(=O)c1ccc(NC(=O)CSc2nnc(-c3ccncc3)n2C)cc1 | i | i | i | i | i | i | 13* | i | i | 7 | i |
| CCCC(NC(=O)c1c(C)noc1C)C12CC3CC(CC(C3)C1)C2 (configuration not stated) | i | i | i | i | i | i | i | i | i | 2 | i |
| CCOc1ccc(-c2cc(C(=O)O)c3ccccc3n2)cc1 | i | i | i | i | i | i | i | i | i | 8 | i |
| O=C(O)C1CC=CCC1C(=O)NC12CC3CC(CC(C3)C1)C2 (configuration not stated) | i | i | i | i | i | i | i | i | i | -3 | i |
| CC1CCN(CCOCCSc2ccc(Cl)cc2)CC1 | i | i | i | i | i | i | i | i | i | 5 | i |
| NS(=O)(=O)c1ccc(CCNC(=O)CNC(=O)c2ccccc2F)cc1 | i | i | i | i | i | i | i | i | i | 1 | i |
| CCCCN(C)C(=O)c1oc2ccc(S(=O)(=O)N3CCCCCC3)cc2c1C | i | i | i | i | i | i | i | i | i | -13 | i |
| O=C(NCc1ccncc1)Nc1ccc2c(c1)OCO2 | i | i | i | i | i | i | i | i | i | -7 | i |
